mIDH1 inhibitor: inhibitors of human mutant IDH1 R132H. O75874. IDH1-R132H enzyme, NADPH consumption, diaphorase/resazurin fluorescence. Potency, µM (series often up to 76.6 µM), without a hit: at the top dose activity change, negative = inhibition, actives largely listed as inhibitors. actives 0.093% (n = 390,000); note: potency is the fitted concentration of half-maximal effect; % is set by controls: 0 for no effect and ±100 for the full control effect; nearly all actives have a fitted effect of over 65% in size
Target sequence (O75874 whole entry R132H, stated change not applied): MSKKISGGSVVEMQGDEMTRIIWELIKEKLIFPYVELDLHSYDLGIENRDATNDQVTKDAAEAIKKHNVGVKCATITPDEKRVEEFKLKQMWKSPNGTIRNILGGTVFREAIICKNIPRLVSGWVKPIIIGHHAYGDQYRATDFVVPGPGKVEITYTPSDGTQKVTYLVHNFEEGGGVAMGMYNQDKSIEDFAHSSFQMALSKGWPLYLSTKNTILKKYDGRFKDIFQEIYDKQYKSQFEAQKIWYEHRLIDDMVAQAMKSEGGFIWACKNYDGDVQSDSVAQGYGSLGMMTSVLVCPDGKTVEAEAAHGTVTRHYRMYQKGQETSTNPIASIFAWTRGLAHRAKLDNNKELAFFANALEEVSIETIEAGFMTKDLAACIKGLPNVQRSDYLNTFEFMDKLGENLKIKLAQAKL
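IDH1-R132H (0.5 ug/mL dispensed) in pH 7.5 Tris buffer was preincubated 30 min with compound, then given a substrate mix of 0.016 mM NADPH and 2 mM alpha-KG for 80 min at room temperature; remaining NADPH was read by diaphorase/resazurin fluorescence.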
rTrxR1 inhibitor: inhibitors of rat thioredoxin reductase 1; O89049; recombinant rTrxR1, NADPH fluorescence consumption, selenite substrate; Potency, µM (series often up to 114 µM), for the others: at the highest dose activity change, negative = inhibition, most hits filed as inhibitors; actives 1% (n = 390,000); AID 588453; note: potency is the fitted concentration of half-maximal effect; % is set by controls: 0 for no effect and ±100 for the full control effect; nearly all actives have a fitted effect of over 65% in size
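Rat TrxR1 (90 nM in the dispensed reagent) was pre-reduced with 400 uM NADPH for 5 min at room temperature, then incubated with compound for 15 min. After 400 uM selenite was added, NADPH fluorescence (Ex 340/Em 450 nm) was followed for 8 min.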
D2 antagonist: D2 dopamine receptor (human) antagonism; P14416; inhibition, % at 10 µM; HEK293 TREx D2 cells, calcium flux, dopamine EC80; actives 2% (n = 340,000); AID 485344; in the data active = inhibition above about 30%; note: 0% is about no effect
Target sequence (P14416 whole entry, looked up): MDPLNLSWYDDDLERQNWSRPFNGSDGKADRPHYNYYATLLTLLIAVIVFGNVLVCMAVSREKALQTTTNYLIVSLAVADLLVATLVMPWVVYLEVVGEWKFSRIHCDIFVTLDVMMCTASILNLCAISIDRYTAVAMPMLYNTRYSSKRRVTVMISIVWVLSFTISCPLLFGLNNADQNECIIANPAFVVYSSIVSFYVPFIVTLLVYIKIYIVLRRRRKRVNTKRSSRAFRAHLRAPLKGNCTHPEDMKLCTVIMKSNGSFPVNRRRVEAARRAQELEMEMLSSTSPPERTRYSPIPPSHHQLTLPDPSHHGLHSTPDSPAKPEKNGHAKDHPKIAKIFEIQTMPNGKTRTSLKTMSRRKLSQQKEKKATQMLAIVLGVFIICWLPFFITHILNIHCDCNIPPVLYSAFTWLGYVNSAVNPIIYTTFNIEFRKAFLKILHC
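HEK293 T-REx D2 cells, tet-induced, calcium dye no-wash. Cpd pintool add, 180 s kinetic, then EC80 DA, 180 s kinetic. Ca flux read.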
TRHR ag: TRH receptor (human) agonism | TRHR cells, calcium flux fluo-8, FDSS agonist mode | activation, % at 2 µM | actives 0.18% (n = 360,000); in the data active = activation above about 30%; note: 0% is about no effect
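Read-out: compound-evoked intracellular calcium rise in TRHR cells, fluo-8 dye, kinetic FDSS fluorescence at 1 s/cycle following a 10-cycle baseline. Cells cultured overnight before dye loading (30 min–1.5 h, RT).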
Pin1 inhibitor: blocks the human prolyl isomerase Pin1; AID 504891; Q13526; actives 0.009% (n = 390,000); Potency, µM (highest dose often 115 µM), inactives show at the top dose activity, negative = inhibition, most hits filed as inhibitors; Pin1 FP peptide displacement, HiFluor488, 10 min; active = well fitted inhibition curve with a large enough effect in the polarisation, with a control signal flat, not every such curve was filed as active; inconclusive = small, poorly fitted or top-dose-only effect, or effect the other way, or a change in a side signal; inactive = no such curve, though single readings can be large or run the other way; the % refers to the polarisation; note: potency is the fitted concentration of half-maximal effect; % is set by controls: 0 for no effect and ±100 for the full control effect
Target sequence (Q13526 whole entry, looked up): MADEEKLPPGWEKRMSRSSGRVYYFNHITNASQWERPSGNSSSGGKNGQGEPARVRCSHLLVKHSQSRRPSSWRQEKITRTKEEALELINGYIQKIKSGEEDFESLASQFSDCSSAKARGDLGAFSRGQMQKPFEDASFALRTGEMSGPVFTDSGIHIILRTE
TrxR1 substrate: rat thioredoxin reductase 1 substrate activity; O89049; purified TrxR1 substrate turnover, NADPH consumption readout; Potency, µM (titrated, usually from 114 µM), for inactives: top-dose activity change, negative = substrate turnover; actives 0.01% (n = 390,000); AID 588456; note: potency is the fitted concentration of half-maximal effect; % is set by controls: 0 for no effect and ±100 for the full control effect; nearly all actives have a fitted effect of over 50% in size
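Rat TrxR1, dispensed at 90 nM, was prereduced with 400 uM NADPH (final) for 5 min at ~22 deg C, then incubated with compound 15 min before 400 uM selenite. A first-read NADPH fluorescence drop versus no-compound background flagged substrates.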
USP1 inh: blocks the human USP1/UAF1 deubiquitinase complex; recombinant USP1/UAF1, Ub-Rhodamine cleavage fluorescence; actives 0.23% (n = 390,000); Potency, µM (series often up to 57.1 µM), without a hit: at the highest dose activity change, negative = inhibition, hits mostly inhibitors; O94782; AID 743255; note: potency is the fitted concentration of half-maximal effect; % is set by controls: 0 for no effect and ±100 for the full control effect; nearly all actives have a fitted effect of over 60% in size; inactives centre near -12
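1 nM enzyme complex + cpd, 15 min RT; start with Ub-Rho 150nM final; kinetic fluorescence ex 480/em 540, 6 reads q60 s. Buffer 50mM HEPES pH 7.8, 0.5mM EDTA, 0.1 mg/ml BSA, 1mM TCEP, 0.01% Tween-20.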
D2 ag: agonists of human D2 dopamine receptor; P14416; HEK293 T-REx D2 cells, calcium flux agonist mode; activation, % at 2 µM; actives 0.53% (n = 340,000); AID 485358;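 active = activation over 3 SD above normal in the single-dose calcium agonist read, cut at about 30% in these data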; note: 0% is about no effect
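Calcium-flux readout, 1 cycle/sec over 180 s following compound pin transfer, in inducible HEK293 Trex D2 cells (force-coupled); dopamine controls included. Positive calcium responses during this window marked compounds as potential agonists.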
TRHR PAM: TRH receptor (human) allosteric enhancement | P34981 | TRHR cells, fluo-8 calcium fluorescence, EC20 TRH enhancement | enhancement, % at 2 µM | actives 0.66% (n = 360,000) | AID 493056; in the data active = enhancement above about 30%; note: 0% is about no effect
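Enhancer read-out: after compound pinning and an initial kinetic agonist-mode read, an EC20 of TRH (10 nM final) was injected and fluo-8 calcium signal (Ex 480/Em 530) followed at 1 s/cycle for 100 cycles in TRHR-expressing cells.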
The depositor's hits bear a star; u = inconclusive; x = no result given; & = joins results of further samples; [ ] = another dose, or the depositor's remark. Unless noted, calls come from the whole dose curve; as a rule, active = well fitted inhibition curve with a large enough effect; inconclusive = small, poorly fitted or top-dose-only effect; inactive = no such curve, though single readings can be large or run the other way. Only part of the results is shown; the hit share may differ from the screen's.

The line under a structure holds: mIDH1 inhibitor	rTrxR1 inhibitor	D2 antagonist	TRHR ag	Pin1 inhibitor	TrxR1 substrate	USP1 inh	D2 ag	TRHR PAM
Cc1ccc(/C(COc2ccccc2O)=N\O)cc1
    4%	19%	17	-0.1	2%	4%	4%	-0.2	0
CCN(CC)CCN(C(=O)c1c(F)cccc1F)c1nc2cc(C)cc(C)c2s1
    -2%	14%	3	0.2	-3%	-1%	-28%	-1.0	7
CCn1c(C)nc2cc(C(=O)NNC(=S)Nc3ccc(Cl)cc3Cl)ccc21
    7%	-7%	-11	-1.0	-1%	0%	-6%	-1.8	-3
CCOC(=O)Cc1csc(NC(=O)CSc2nc(-c3ccccc3)c(C#N)c(=O)[nH]2)n1
    9%	8%	-10	0.0	3%	5%	-19%	0.0	4
Cc1cc(C)cc(N2CC34C=CC(O3)C(C(=O)OCC(=O)NCc3ccco3)C4C2=O)c1 (configuration not stated)
    0%	-7%	0	-0.3	-5%	-4%	-18%	-1.4	-10
c1ccc(Sc2ccccn2)cc1
    11%	5%[57.1 µM]	x	x	-9%	-6%[57.1 µM]	9%	x	x
COc1ccc(NC2c3ccccc3C(=O)N2c2ccccn2)cc1 (configuration not stated)
    0%	-7%	41*	-1.5	1%	-1%	-20%	-1.3	-3
CCN1CCN(c2nc3c(c(=O)[nH]c(=O)n3C)n2CCCc2ccccc2)CC1
    6%	38%[activator][57.1 µM]	x	0.1	0%	-15%[57.1 µM]	-9%	x	5
Oc1ccc(/C=N/Nc2cc(N3CCOCC3)nc(N3CCOCC3)n2)cc1O
    -1%	u	-1	0.8	15%	u	-15%	4.1	3
COc1ccc(NC(=O)c2ccc(NS(=O)(=O)c3c(C)noc3C)cc2)cc1OC
    2%	-9%	x	0.6	-4%	-10%	-13%	x	11
O=C(O)c1ccc(N2CCS(=O)(=O)CC2)cc1
    4%	30%[11.4 µM]	-5	0.0	-3%	10%[11.4 µM]	-4%	3.5	2
CCOC(=O)C1CCCN(Cc2cccc(Oc3ccccc3)c2)C1 (configuration not stated)
    8%	11%[57.1 µM]	40*	-0.4	-10%	-5%	-17%	-1.7	1
COc1ccc(O)c(/C=C(\C#N)C(=O)Nc2ccccn2)c1
    1%	32%	-10	0.0	3%	46%[activator]	-8%	0.7	-13
Cc1ccc(C)c(/C(O)=C2/C(=O)C(=O)N(CCN3CCOCC3)C2c2ccc(C)o2)c1 (configuration not stated)
    2%	u	3	0.3	-1%	0%	-20%	-1.0	-12
OC(COc1ccc2c(c1)OCO2)CN1CCN(c2ccccc2)CC1 (configuration not stated)
    -4%	-20%	82*	0.3	2%	-10%	-24%	71*	2
O=C(Cc1cccs1)NNC(=O)c1ccccc1Cl
    -1%	16%	x	0.3	4%	11%	-8%	x	4
COc1ccccc1CNc1ccc(-c2nc(C)no2)cc1[N+](=O)[O-]
    1%	6%	x	1.5	17%	-5%	-14%	1.4	-1
O=S(=O)(Nc1ccccc1N1CCOCC1)c1c(F)cc(F)cc1Br
    -3%	5%	x	x	4%	-7%	-10%	x	x
Cc1ccc(C)c(N2CCN(C(=O)c3ccc4c(c3)c(C)c(C)n4C)CC2)c1
    -6%&0%	0%	0	-0.5&0.0	7%&38%	-1%	-20%&-8%	-0.3&-0.5	17&3
Clc1cccc(OCCCCN2CCCCC2)c1
    7%	-5%	77*	0.1	-4%	-11%	4%	0.8	34*
COc1ccccc1NC(=O)Nc1ccc(C)cn1
    -1%	19%	-5	-0.7	-3%	6%	-19%	0.2	4
N#CC1=C(N)Nc2nc3ccccc3n2C1c1ccc(Cl)cc1 (configuration not stated)
    0%	6%	5	0.1	10%	1%	4%	0.3	4
O=C(Nc1cccc(C(F)(F)F)c1)NC1CCCCC1
    9%	-5%	-13	1.1	1%	-6%	-9%	6.9	-7
CCc1c(C)nc2ncnn2c1N1CCC(C(=O)Nc2ccc(C)cc2)CC1
    7%	11%	14	-1.4	-2%	1%	-11%	-0.1	1
O=c1[nH]nc(SCCS(=O)(=O)c2ccc(F)cc2)n1-c1ccccc1
    3%	-4%[57.1 µM]	8	-0.8	6%	-3%[57.1 µM]	-5%	0.9	3
CN(CCO)c1nc(N)c2c(N)nc3c(c2c1C#N)CC(=O)N3Cc1cccs1
    -11%	49%[activator]	-4	0.8	u	53%[activator][57.1 µM]	-23%	-0.2	2
CC(C)Oc1ccc(C2CC(=O)N(c3cccc(C(=O)O)c3)C2=O)cc1 (configuration not stated)
    16%	-4%	-27	-0.5	2%	-2%	-10%	-0.1	2
O=C(CCSCc1cccc(Cl)c1)NCCc1ccc(Cl)cc1
    -9%&0%	7%[57.1 µM]	17	1.2&0.1	u	-8%[57.1 µM]	-2%&-18%	1.7&-0.8	-9&-2
CCc1nnc2c3ccccc3nc(Nc3ccccc3OC)n12
    -15%	13%	x	0.0	16%	1%	6%	0.8	-2
O=C(O)CC(NC(=O)COc1ccccc1)c1cccc([N+](=O)[O-])c1 (configuration not stated)
    -1%	-3%[57.1 µM]	-5	0.6	-12%	-3%[57.1 µM]	2%	0.8	2
CC(=O)Nc1ccc(S(=O)(=O)N(C)CCOCc2ccccc2)cc1
    2%	4%[57.1 µM]	19	-0.4	-5%	5%[57.1 µM]	-2%	0.5	-6
COc1ccc(CC(=O)Nc2cccc(S(=O)(=O)N3CCCC3)c2)cc1OC
    -3%	12%	13	1.2	2%	4%	-18%	0.8	9
COc1ccc(OC)c(Cc2nnc(CCC(=O)NCc3nc4ccccc4s3)o2)c1
    6%	9%	-3	-3.2	7%	7%	-15%	-0.2	7
O=C(c1ccc(CS(=O)c2ccc(F)cc2)o1)N1CCN(C2CCCCC2)CC1 (configuration not stated)
    7%	-11%	-14	0.5	1%	-8%	-13%	-0.1	0
C#CCNC(=O)C1=C[C@@H](c2ccccc2)[C@H](CCCO)[C@@H](OCC)O1
    -2%	11%	-2	-0.6	-6%	5%	-18%	0.0	-1
N#C/C(=N\Nc1ccc(Cl)cc1)C(=N)N1CCCCCC1
    1%	4%	5	-1.0	2%	-1%	-2%	0.3	0
CC(C)[C@H](NS(=O)(=O)c1ccc(Cl)cc1)C(=O)OCC(=O)NCCN1C(=O)CSC1=O
    -3%	-16%	-3	-0.2	1%	-14%	2%	2.1	-5
Cc1ccc(S(=O)(=O)N2CCCC(C(=O)NCC3CCCO3)C2)cc1 (configuration not stated)
    0%	16%[57.1 µM]	3	0.1	3%	8%[57.1 µM]	-20%	-0.1	-1
CC1CCCCC1NC(=O)COn1nnc2ccc(Cl)cc21 (configuration not stated)
    4%	11%	-8	-0.3	-1%	-1%	-20%	-2.0	5
CSc1ccccc1NC(=O)CN(C)CC(=O)Nc1ccc(N2CCOCC2)cc1
    5%	18%[57.1 µM]	-6	-0.7	-1%	8%[57.1 µM]	-13%	0.2	0
O=S(=O)(Cc1noc(-c2ccccc2Cl)n1)c1ccccn1
    0%	14%[57.1 µM]	4	0.8	8%	8%[57.1 µM]	-5%	-0.4	5
COc1ccc(CN(Cc2ccccn2)S(=O)(=O)c2ccc(-n3cnnn3)c(OC)c2)cc1
    -1%	10%	23	0.0	-1%	1%	-10%	0.7	2
COc1ccccc1OCCC(=O)N1CCN(c2ccccc2OC)CC1
    0%	6%	-9	-0.2	-13%	0%	3%	-0.5	0
Cc1ccc(NC(=O)CCN2C(=O)c3ccccc3S2(=O)=O)cc1C
    5%	-1%	-19	0.4	2%	-3%	-16%	-0.5	1
CCc1ccc(C(=O)COC(=O)C(Cc2ccccc2)NC(=O)c2ccc(Cl)cc2)cc1 (configuration not stated)
    -2%	-3%	-1	-0.4	-7%	-11%	-9%	0.0	2
COC(CNS(=O)(=O)c1cc2c3c(c1)CCN3C(=O)CC2)OC
    -6%	18%	-1	-0.6	-8%	4%	-19%	-0.8	0
CCN1C(=O)S/C(=C/c2ccc(Sc3nc4ccccc4[nH]3)o2)C1=O
    4%	-20%	0	-0.4	31%[activator]	-9%	-20%	-0.9	-3
CCc1ccc(C2c3c(oc4ccc(F)cc4c3=O)C(=O)N2c2nc(C)c(C(=O)OC)s2)cc1 (configuration not stated)
    5%	34%	x	0.9	0%	7%	-7%	0.0	4
O=C(COc1ccc2c(-c3ccccc3)cc(=O)oc2c1)NCc1cccs1
    -1%	-4%	-16	-0.9	-2%	9%	-20%	-0.4	3
COc1ccc(Nc2ncnc3ccccc23)cc1
    5%	-5%	1	0.0	3%	-7%	-10%	-0.2	4
Cc1cc(C)n(C(C[N+](=O)[O-])c2ccc(Cl)cc2)n1 (configuration not stated)
    0%	5.6µM*	-19	0.2	0%	4%	-17%	0.5	7
CC(NC(=O)C1CCN(C(=O)N2CCOc3ccccc32)CC1)c1ccccc1 (configuration not stated)
    -5%	17%	x	0.2	-4%	16%	-13%	0.7	12

4 compounds from above, showing only D2 ag and D2 antagonist:
Molecule	D2 ag	D2 antagonist
CCN1C(=O)S/C(=C/c2ccc(Sc3nc4ccccc4[nH]3)o2)C1=O	-0.9	0
CC(NC(=O)C1CCN(C(=O)N2CCOc3ccccc32)CC1)c1ccccc1 (configuration not stated)	0.7	x
O=C(COc1ccc2c(-c3ccccc3)cc(=O)oc2c1)NCc1cccs1	-0.4	-16
COc1ccc(Nc2ncnc3ccccc23)cc1	-0.2	1

Assay outcomes: PubChem, National Center for Advancing Translational Sciences (NCATS)
